# Screening data (PubChem BioAssay)
# MITF primary: human MITF inhibition, primary screen. O75030. inhibition, % at 2.6 µM. 650,000 tested, 0.91% active. AlphaScreen MITF homodimerization, bead proximity signal. AID 1259374; in the data active = inhibition above about 50%;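 note: 0% = vehicle wells with protein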
# GPR151 activ: activates the human receptor GPR151. PathHunter beta-arrestin GPR151 cells, luminescence. activation, % at 11.2 µM. 650,000 tested, 1% active; in the data active = activation above about 4.9%;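 note: 0% = median of compound wells and 100% = cells with positive control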
# Target sequence (Q8TDV0 whole entry, looked up): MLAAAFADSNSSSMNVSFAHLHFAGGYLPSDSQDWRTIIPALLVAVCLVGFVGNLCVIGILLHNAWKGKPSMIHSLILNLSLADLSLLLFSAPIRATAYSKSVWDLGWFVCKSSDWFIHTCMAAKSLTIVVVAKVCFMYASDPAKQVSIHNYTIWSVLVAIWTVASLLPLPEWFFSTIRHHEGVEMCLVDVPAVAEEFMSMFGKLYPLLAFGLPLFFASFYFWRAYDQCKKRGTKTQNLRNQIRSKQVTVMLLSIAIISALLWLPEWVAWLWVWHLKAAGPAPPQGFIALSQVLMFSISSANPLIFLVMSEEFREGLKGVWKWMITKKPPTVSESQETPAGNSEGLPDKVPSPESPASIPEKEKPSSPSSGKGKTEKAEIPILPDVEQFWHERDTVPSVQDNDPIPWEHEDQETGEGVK
# TEAD-YAP inh: TEAD-YAP interaction inhibition; inhibition, % at 9.12 µM; 640,000 tested, 1.4% active; AID 1259422; HEK-TIYL cells, TEAD-Gal4/YAP UAS-luciferase luminescence; in the data active = inhibition above about 32%;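 note: 0% = median of test compound wells and 100% = reference inhibitor wells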
# FBW7 act: human FBW7 E3 ligase activation, primary screen. Q969H0. AlphaScreen FBW7–phospho-cyclin E peptide binding, activator screen. normalized activity (activation), % at 26.1 µM. 650,000 tested, 0.13% active; in the data active = normalized activity above about 1.9%;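 note: purified mutant Fbw7 with reduced substrate affinity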
# Target sequence (Q969H0 whole entry, looked up): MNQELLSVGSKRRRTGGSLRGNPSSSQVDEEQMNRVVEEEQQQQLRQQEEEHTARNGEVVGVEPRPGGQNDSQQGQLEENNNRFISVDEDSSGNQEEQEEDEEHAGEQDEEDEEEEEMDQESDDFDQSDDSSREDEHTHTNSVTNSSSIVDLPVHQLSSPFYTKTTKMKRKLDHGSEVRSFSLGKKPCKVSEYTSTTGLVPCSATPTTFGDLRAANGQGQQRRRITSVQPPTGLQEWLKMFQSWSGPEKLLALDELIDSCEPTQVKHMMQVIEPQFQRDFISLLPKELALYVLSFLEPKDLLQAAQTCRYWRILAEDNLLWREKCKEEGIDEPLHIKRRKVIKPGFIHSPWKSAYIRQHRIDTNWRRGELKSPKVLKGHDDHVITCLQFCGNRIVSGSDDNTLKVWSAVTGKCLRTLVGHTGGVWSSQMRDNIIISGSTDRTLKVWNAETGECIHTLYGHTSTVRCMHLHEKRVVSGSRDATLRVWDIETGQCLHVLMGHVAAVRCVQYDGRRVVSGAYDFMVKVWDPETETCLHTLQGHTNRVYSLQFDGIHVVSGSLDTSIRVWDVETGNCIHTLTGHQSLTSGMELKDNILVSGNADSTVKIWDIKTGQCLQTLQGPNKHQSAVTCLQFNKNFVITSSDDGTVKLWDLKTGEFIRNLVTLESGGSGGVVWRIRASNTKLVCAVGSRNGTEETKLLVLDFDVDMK
# * marks the source's active call; other numbers are inactive results; . = not tested or not shown; & = joins results of further samples.
# Fields – GPR151 activ	FBW7 act	MITF primary	TEAD-YAP inh
> CCOC(=O)c1sc2nc(C)n(CC(=O)Nc3ccc(Oc4ccccc4)cc3)c(=O)c2c1C
  1.0	0.2	19	2
> COc1cc(S(=O)(=O)NCC23CC4CC(CC(C4)C2)C3)ccc1Cl
  -0.8	-0.1	-10	-9
> N#CCC(=O)N/N=C/c1cccc(Oc2ccccc2)c1
  4.6	0.0	5	-1
> CC(=O)c1ccc(N2CCN(c3cc(C)c([N+](=O)[O-])cc3F)CC2)c(F)c1
  -0.4	0.0	-6	-1
> CCOc1ccc(NC(=O)CNC(=O)c2ccc(F)cc2)cc1
  -0.6	0.3	7	-6
> CC(C)(C)OC(=O)NC1CCC(NC(=O)c2cccc(-n3cc(NC(=O)Cc4ccccc4)cn3)c2)CC1 (stereo not drawn)
  -1.0&-2.0	0.3&0.1	13&-1	1&10
> Oc1ccc(CCNc2ccnc(-c3ccc(N4CCOCC4)nc3)n2)cc1
  -3.6	0.7	2	7
> Cc1[nH]c(=O)[nH]c1C(=O)CCCCC(=O)OCC(=O)Nc1ccccc1[N+](=O)[O-]
  -0.3	-1.1	113*	9
> Cc1c(C(=O)N/N=C/c2cccc(F)c2)nnn1-c1nonc1N
  -0.3	0.1	-5	-10
> Clc1ccc(C2=NN3C(C2)c2cc(Cl)ccc2OC3C2CCCCC2)cc1 (stereo not drawn)
  -1.0	-0.2	-7	-11
> COc1cccc(N2C(=O)C3C(C2=O)N2CCCN2C3c2ccc(C)cc2)c1 (stereo not drawn)
  0.0	0.1	15	8
> O=C1CC2(CC(=O)Oc3cc(O)ccc32)c2ccc(O)cc2O1
  2.7	0.1	1	-4
> CCn1cc(Br)c(C(=O)Nc2ccc([N+](=O)[O-])cc2OC)n1
  3.1	0.0	22	3
> CCOc1ccc2c(c1)sc(=NC(=O)C1=COCCO1)n2CCOC
  1.6	-0.1	0	-4
> CCCN(CCC)S(=O)(=O)c1ccc(SCC(=O)OCC)c([N+](=O)[O-])c1
  -0.8	-0.1	-8	-4

# Additional results follow:
# Fields – GPR151 activ	FBW7 act	MITF primary	TEAD-YAP inh
> COc1ccc(C(=O)Nc2cc(C(=O)N3CC=C(c4ccccc4)CC3)ccc2N2CC3CC(C2)c2cccc(=O)n2C3)cc1 (stereo not drawn)
  -0.5	-0.2	6	-9
> COC(=O)C(NC(=O)C(C)NC(=O)OCc1ccccc1)C(C)C (stereo not drawn)
  0.9	0.0	-15	-2
> CCN(CC)c1cc(O)c([N+](=O)[O-])cc1[N+](=O)[O-]
  2.4	0.0	10	3
> Cc1onc(-c2ccccc2)c1C(=O)Nc1ccc(S(=O)(=O)Nc2nccs2)cc1
  0.0	0.2	-4	1
> CCCCCc1ccc(-c2ccc(C(=O)Nc3ccccc3I)cc2)nc1
  -0.3	0.4	20	-7
> CCOC(=O)N1CCC(N(CCOC)C(=S)Nc2cc(C)ccc2C)CC1
  0.2	0.0	8	-8
> CNC(=O)[C@@H]1C[C@H](NCC2=CC[C@H]3C[C@@H]2C3(C)C)CN1Cc1ccccc1
  -0.4	-0.3	5	-6
> NC(=O)c1cc2cc(Cl)ccc2oc1=Nc1ccccc1
  5.8*	0.0	6	7
> Cc1ccc(NC(=O)CN(C)S(=O)(=O)c2ccc3c(c2)CCC(=O)N3)c(C)c1
  1.4	-0.1	-9	4
> Cn1c(CC(C)(C)C)nc2ccccc21
  -1.5	0.0	6	-4
> N#Cc1cc2c(nc1S(=O)(=O)Cc1ccc(Cl)cc1)CCCC2
  0.9	-0.2	5	-7
> CCCCN(CC)S(=O)(=O)c1ccc(C(=O)Nc2sc3c(c2-c2nc4ccccc4s2)CCN(CC)C3)cc1
  -0.5	-0.1	-1	-7
> CCS(=O)(=O)c1ccc2c(c1)N(Cc1c(C)noc1C)C(=O)C(C)O2 (stereo not drawn)
  2.7	0.2	-5	-5
> COc1ccccc1CNC(=O)c1cnn2c(C)c(Cc3cc(C)ccc3C)c(C)nc12
  -0.2	0.1	1	-4
> COc1ccc(/C=C/C(=O)NCc2ccccc2OC)cc1
  -0.6	0.0	-9	0

# New compounds follow
# Fields – GPR151 activ	FBW7 act	MITF primary	TEAD-YAP inh
> CC(=O)Oc1cccc(O)c1
  1.1	0.0	-7	4
> COc1cncc(-c2cnc3c(n2)[nH]c(=O)n3-c2cccc(OC)c2OC)c1
  1.6	0.1	-6	9
> CC12CC(c3c(ccc4ccccc34)O1)C(/C(N)=N\NC(=O)c1ccccc1)C(=O)N2 (stereo not drawn)
  0.1	0.0	-3	-8
> NC(=O)c1ccsc1NC(=O)c1ccc(Br)s1
  -0.6	-0.1	2	-59
> CCOc1ccc(C(=O)/C=C\Nc2ccc(S(=O)(=O)N=C(N)N)cc2)cc1
  0.0	0.0	19	-7
> Cc1nc2c(-c3ccccc3)c(C)nn2c(C)c1CCC(=O)NCc1ccccn1
  0.0	0.0	-4	-2
> COc1cc(/C=N/NC(=O)Cc2nnc(N)s2)ccc1O
  -0.4	-0.1	15	4
> CCCCC/C=C\C=C\C(O)CCCCCCCC(=O)OC[C@@H](COC(=O)CCCCCCC/C=C\C=C\C(O)CCCCC)OC(=O)CCCCCCC/C=C\C=C\C(O)CCCCC (stereo partly drawn)
  -0.1	.	-4	.
> CCS(=O)(=O)N1CCN(S(=O)(=O)c2ccc3c(c2)OCCO3)CC1
  -0.1	-0.1	9	0
> Cc1ccc(/C(O)=C2/C(=O)C(=O)N(CCN(C)C)C2c2cccs2)cc1 (stereo not drawn)
  1.8	-0.2	-4	-1
> CCN(c1ccccc1)S(=O)(=O)c1c(N)n(C)c(=O)n(C)c1=O
  1.2	0.5	11	-5
> COc1ccc(OCC(=O)Nc2ccccc2C(N)=O)cc1
  -1.0	0.0	1	-25
> COc1cc2c(cc1NC(=O)c1cc(=O)c3ccccc3o1)oc1ccccc12
  1.4	-0.1	4	1
> O=C(Nc1ccc2nc(-c3ccccc3)oc2c1)C1CCCCC1
  -0.8	1.0	5	-27
> COc1cc(NC(=O)c2cccc(COCC(F)(F)C(F)F)c2)cc(OC)c1OC
  1.0	0.1	3	6

# Entries of single compounds from above:
# Results for CCN(c1ccccc1)S(=O)(=O)c1c(N)n(C)c(=O)n(C)c1=O = GPR151 activ: 1.2; FBW7 act: 0.5; MITF primary: 11; TEAD-YAP inh: -5
# Results for CCCCCc1ccc(-c2ccc(C(=O)Nc3ccccc3I)cc2)nc1 = GPR151 activ: -0.3; FBW7 act: 0.4; MITF primary: 20; TEAD-YAP inh: -7
# Results for CCOC(=O)N1CCC(N(CCOC)C(=S)Nc2cc(C)ccc2C)CC1 = GPR151 activ: 0.2; FBW7 act: 0.0; MITF primary: 8; TEAD-YAP inh: -8

# Remaining list, next part
# Fields – GPR151 activ	FBW7 act	MITF primary	TEAD-YAP inh
> CCOC(=O)C1=C(C)N=c2s/c(=C\c3ccc(-c4ccc(C(=O)O)cc4)o3)c(=O)n2C1c1ccc(OC)c2ccccc12 (stereo not drawn)
  1.2	-0.1	7	9
> CCOC(=O)/C(C#N)=C/c1cn(-c2ccccc2)nc1-c1ccncc1
  -0.6	0.1	9	1
> Cc1cccc2c1[nH]c1nc3nncn3nc12
  -1.4	-0.1	-1	-18
> N=c1oc2ccc(Br)cc2cc1-c1nc(-c2cc3ccccc3oc2=O)cs1
  -1.0	-0.2	-3	-8
> O=C(O)c1cccc(S(=O)(=O)Nc2ccc(O)c(Br)c2)c1
  1.6	-0.2	2	1
> CCN(CC)CCN1C(=O)c2oc3cc(C)c(C)cc3c(=O)c2C1c1ccc(F)cc1 (stereo not drawn)
  0.7	0.0	5	-7
> O=C(Cn1ncn2c(cc3ccsc32)c1=O)N1CCOCC1
  0.5	0.0	0	11
> Nc1nnc(SCC(=O)OCC(=O)c2ccccc2Br)s1
  0.4	0.1	8	0
> O=C(NC(=S)c1ccccc1)Nc1ccc(F)cc1
  0.2	0.2	17	-47
> CCOC(=O)c1ccc(N=CC2=C(O)c3ccccc3C2=O)cc1
  -0.5	-0.1	2	48*
> CN1C(=O)N(C)C2OC3OC4C(OC3OC21)N(C)C(=O)N4C (stereo not drawn)
  -0.7	0.8	8	4
> COc1ccc(-c2nnnn2C)cc1S(=O)(=O)NCc1ccccc1
  -1.2	0.1	5	0
> COc1ccc(-c2nc(NCCO)c3ncn(-c4ccsc4)c3n2)cn1
  0.3	0.1	9	42*
> CCOC(=O)C1=C(C)NC2=C(C(=O)c3ccccc32)C1c1ccc2c(c1)OCO2 (stereo not drawn)
  -0.7	-0.1	10	6
> Cc1ccc(CN2CCN3C(=O)[C@@H]4C[C@@H](O)CN4C(=O)[C@H]3C2)s1
  0.9	0.4	15	0

# Remaining list, next part
# Fields – GPR151 activ	FBW7 act	MITF primary	TEAD-YAP inh
> COc1ccccc1NC(=S)N/N=C(\C)c1ccc(C#N)cc1
  2.7	-0.1	-13	-6
> CCN1CCc2c(sc(NC(=S)NC(=O)c3cccs3)c2C(N)=O)C1
  -1.6	-0.3	8	-4
> CCCCOc1ccc(S(=O)(=O)N2CCSC2c2ccccc2)cc1 (stereo not drawn)
  -1.6	0.0	-7	1
> CC(=O)NC1(c2ccccc2)CCN(Cc2nnnn2C(C)(C)C)CC1
  0.9	0.0	5	11
> COc1ccc(-c2nc(Nc3ccc4c(c3)OCCO4)c3ccccc3n2)cc1OC
  1.3	0.1	5	22
> COCC1CCN(Cc2nc(N3CCOCC3)c3ccc(Cl)cc3n2)CC1
  0.0	0.1	-16	-5
> COC(=O)c1c(NC(=O)c2ccc(C(C)=O)cc2)sc2c1CC(C)(C)NC2(C)C
  -0.4	0.1	-5	9
> CN1CCN(c2ccc(-c3nc4ccc(C(=O)NCCOc5ccccc5)cc4s3)cc2)CC1
  -2.3	0.0	-18	-24
> COc1cc(-c2nc(-c3ccccc3)c(-c3ccccc3)[nH]2)ccc1OCC(=O)NCCc1ccccc1
  -0.7	0.1	12	16
> O=C(Oc1ccc(Cl)cc1)c1ccc2c(c1)C(=O)N(c1cccc([N+](=O)[O-])c1)C2=O
  -0.9	-0.1	-2	14
> O=C(Nc1ccc(F)cc1)/C(=C/c1cccc([N+](=O)[O-])c1)NC(=O)c1cccc(Cl)c1
  0.6	-0.1	-7	-1
> C=CCNc1nc(Nc2ccc(OC)c(Cl)c2)c2cnn(C)c2n1
  -0.3	0.3	-10	8
> COC(=O)c1ccccc1NS(=O)(=O)CC12CCC(CC1=O)C2(C)C (stereo not drawn)
  0.8	0.0	-6	5
> Cc1cc2nc(-c3ccc(NC(=O)c4ccccc4Cl)cc3)oc2cc1C
  -0.8	0.4	11	-17
> COC(=O)c1ccc(CN2CCCC(CCC(=O)NCc3ccc(C)o3)C2)cc1 (stereo not drawn)
  -0.7	-0.1	-4	-2

# Next part
# Fields – GPR151 activ	FBW7 act	MITF primary	TEAD-YAP inh
> COC(C(=O)N1CCc2c(cnc(C)c2CNC(=O)c2ccc(C)s2)C1)c1ccccc1 (stereo not drawn)
  0.1	-0.3	4	-1
> COC(=O)c1cc(NC(=O)c2ccc(-c3cccc(Cl)c3)o2)cc(C(=O)OC)c1
  0.0	-0.1	-5	-6
> COc1cccc(/C=C/C(=O)c2ccc3c(c2)OCCO3)c1OC
  -0.5	-0.1	2	-24
> Cc1ccccc1-c1nc(CS(=O)(=O)CC(=O)NCc2ccc(Cl)cc2)c(C)o1
  1.4	-0.4	2	-5
> CCOC(=O)/C(C#N)=C(\C)c1ccccc1
  7.0*	0.2	7	-5
> COc1ccc(OCC(=O)N2CCN(c3ccccc3OC)CC2)cc1
  0.1	0.0	-3	0
> CCCCCC(=O)CC[C@@H]1[C@@H](C/C=C\CCCC(=O)O)[C@@H](O)C[C@H]1O
  1.0	.	15	.
> CC(C)[C@H](NC(=O)c1ccco1)C(=O)N(C)Cc1ccc(C(F)(F)F)cc1
  0.8	0.5	11	-1
> O=C(N/N=C/c1ccc(C(=O)O)cc1)C(=O)Nc1ccccc1
  -1.1	1.6	15	-7
> CC(C)n1c(NCc2cccnc2)nc2c(NCCc3ccc(O)cc3)ncnc21
  3.2	0.4	1	1
> CCOC(=O)C1=C(C)N=c2s/c(=C/c3ccc(F)cc3)c(=O)n2C1c1cccs1 (stereo not drawn)
  0.4	0.3	0	-5
> CN1CCN(c2nccn3c(-c4cccc(F)c4)cnc23)CC1
  -0.4	0.3	5	-45
> CCOc1cccc2c1OC1(C)C(C(=O)Nc3ccc(Cl)cc3)C2NC(=S)N1c1ccc(C)cc1 (stereo not drawn)
  -0.2	0.0	2	6
> COC(=O)C1=C(C)OC(N)=C(C#N)C1c1cccc(C(F)(F)F)c1 (stereo not drawn)
  0.7	0.2	0	2
> CC(=O)Nc1ccc(NC(=O)CSc2nnc(COc3ccc(C)c(C)c3)n2-c2ccccc2)cc1
  0.5	0.0	8	-2

# More records:
# Fields – GPR151 activ	FBW7 act	MITF primary	TEAD-YAP inh
> COc1ccc(-c2nnc(NC(=O)c3ccccc3C)o2)cc1
  -0.5	0.1	24	11
> CSc1ccccc1C(=O)N1CCCCC1
  -0.4	0.0	-14	5
> Cc1cc(OCC(=O)Nc2ccc(Cl)c(Cl)c2)ccc1Cl
  -0.8	0.2	19	-7
> COc1ccc(C2C(C#N)=C(SC)NC3=C2C(=O)CC(C)(C)C3)cc1OC (stereo not drawn)
  -0.9	-0.1	-4	13
> COc1ccc(C23CC4CC(CC(C(=O)O)(C4)C2)C3)c(F)c1
  -0.3	0.0	5	-1
> Cc1nc2sccn2c1-c1nc(-c2cc3ccccc3o2)cs1
  -0.5	-0.2	0	-2
> COc1ccc(C(=O)C2CCCN(S(=O)(=O)c3cccc(C)c3)C2)c(C)c1 (stereo not drawn)
  5.5*	0.2	-1	-5
> COCCNC(=O)Cn1nc2n(C)c3ccccc3n2c1=O
  0.2	0.1	4	4
